High-throughput results (PubChem)
ALOX15B inhib: qHTS Assay for Inhibitors of 15-hLO-2 (15-human lipoxygenase 2); Potency, µM (highest dose often 57.1 µM), inactives show at the highest dose activity change, negative = inhibition, most hits filed as inhibitors; actives 0.56% (n = 110,000); purified 15hLO-2, xylenol orange hydroperoxide absorbance; note: potency is the fitted concentration of half-maximal effect; nearly all actives have a fitted effect of over 60% in size; many of its hits are not listed in these tables
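Enzyme 50 nM, AA 45 uM, 25 mM Hepes pH 7.5 + 0.01% Triton X-100; cpd preinc 15 min RT, rxn 90 min RT; stop/detect with 200 uM XO + 300 uM Fe(II) in 50 mM H2SO4, 30 min; A573/A405.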
PNC assembly inh: High Content Assay for Compounds that inhibit the Assembly of the Perinucleolar Compartment | PC3M PTB-GFP, PNC prevalence imaging, 16 h; active compounds read low | actives 3.1% (n = 140,000) | activity change (PNC), negative = inhibition, % at 10 µM | AID 2417, 2010;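 active = readout at or below -70, meaning at least 70% loss of cells showing the perinucleolar compartment, a nuclear body marking cancer cells; inconclusive = readout between -30 and a set limit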;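 note: plate controls were DMSO wells for no effect and camptothecin positive control wells for full effect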
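PC3M cells stably expressing PTB-GFP, 750–1000 cells/well, treated 16 h at 37 °C with compound (23 nl of library stock), in duplicate. After paraformaldehyde fixation and Hoechst stain, imaged at 20x; PNC prevalence scored by image analysis.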
12-hLO inh: qHTS Assay for Inhibitors of 12-hLO (12-human lipoxygenase); Polyunsaturated fatty acid lipoxygenase ALOX12 (Homo sapiens), P18054; purified 12-hLO, xylenol orange hydroperoxide absorbance; Potency, µM (series often up to 57.1 µM), without a hit: at the top dose activity change, negative = inhibition, actives largely listed as inhibitors; actives 0.12% (n = 150,000); AID 1452, 2008; note: potency is the fitted concentration of half-maximal effect; nearly all actives have a fitted effect of over 55% in size; many of its hits are not listed in these tables
Target sequence (P18054 whole entry, looked up): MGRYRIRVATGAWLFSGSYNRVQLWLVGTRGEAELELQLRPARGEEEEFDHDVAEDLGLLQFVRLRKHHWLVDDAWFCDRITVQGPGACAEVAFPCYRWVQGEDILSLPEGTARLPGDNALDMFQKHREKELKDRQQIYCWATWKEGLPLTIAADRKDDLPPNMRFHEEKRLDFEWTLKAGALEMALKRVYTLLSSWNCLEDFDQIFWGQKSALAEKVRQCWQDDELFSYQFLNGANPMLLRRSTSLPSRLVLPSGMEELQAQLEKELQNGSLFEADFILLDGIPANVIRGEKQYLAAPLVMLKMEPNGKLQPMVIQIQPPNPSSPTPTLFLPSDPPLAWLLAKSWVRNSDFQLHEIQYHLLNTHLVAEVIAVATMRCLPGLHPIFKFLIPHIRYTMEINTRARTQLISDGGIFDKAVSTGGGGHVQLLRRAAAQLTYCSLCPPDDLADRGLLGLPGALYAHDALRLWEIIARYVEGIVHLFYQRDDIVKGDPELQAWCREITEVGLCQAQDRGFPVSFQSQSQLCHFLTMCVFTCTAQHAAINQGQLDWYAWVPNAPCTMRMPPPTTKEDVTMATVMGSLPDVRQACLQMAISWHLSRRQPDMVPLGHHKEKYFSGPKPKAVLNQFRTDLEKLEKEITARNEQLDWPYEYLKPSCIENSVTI
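Hydroperoxide formation by human 12-lipoxygenase from 40 uM arachidonic acid was followed colorimetrically via ferric-xylenol orange complex, using the 573/405 nm absorbance ratio. Enzyme concentration was 150 nM, with 30 min reaction at room temperature.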
IMPase inh: qHTS Assay for Identifying the Cell-Membrane Permeable IMPase Inhibitors. Inositol monophosphatase 1 (Rattus norvegicus), P97697. CHO-M1 cells, IP1 accumulation, HTRF TR-FRET ratio. inhibition (IP1 accumulation), % at 46.1 µM. 120,000 tested, under 10 active. AID 901, 2007; active = well fitted curve in the direction sought with a large enough effect in the signal ratio, not every such curve was filed as active; inconclusive = small, poorly fitted or top-dose-only effect, or a change in a side signal; inactive = no such curve, though single readings can be large or run the other way; the % refers to the signal ratio;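 note: cells stimulated with carbachol in lithium chloride buffer; plate controls were DMSO basal wells for no effect and reference inhibitor wells for full effect; higher means more IMPase inhibition seen as more IP1 and lower FRET ratio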
Target sequence (P97697 whole entry, looked up): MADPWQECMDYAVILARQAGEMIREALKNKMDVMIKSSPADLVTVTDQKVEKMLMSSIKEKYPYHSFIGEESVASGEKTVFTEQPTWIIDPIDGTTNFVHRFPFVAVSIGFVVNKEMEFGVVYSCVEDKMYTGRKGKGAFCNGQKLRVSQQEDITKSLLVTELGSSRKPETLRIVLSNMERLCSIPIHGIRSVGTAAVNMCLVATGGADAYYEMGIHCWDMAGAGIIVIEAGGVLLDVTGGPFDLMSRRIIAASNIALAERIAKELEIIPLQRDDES
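CHO-M1 cells (CHO stably expressing M1 receptor), compound up to 46 uM final, stimulated with carbachol (50 uM as added) in buffer with 50mM LiCl, pH 7.4, 30 min at 37C. Cytosolic IP1 read by TR-FRET; AC50 from Hill fits.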
Active calls of the source: *; ? = inconclusive; . = not tested or not shown; [ ] = another dose, or the depositor's remark. Unless noted, calls come from the whole dose curve; as a rule, active = well fitted curve in the direction sought with a large enough effect; inconclusive = small, poorly fitted or top-dose-only effect, or another doubt; inactive = no such curve, though single readings can be large; an effect the other way counts as inactive or inconclusive. Unless noted, % is set by controls: 0 for no effect and ±100 for the full control effect. These rows are one share of the data; rates above refer to the full screens.

SMILES	ALOX15B inhib	PNC assembly inh	12-hLO inh	IMPase inh
COc1ccc(C2C(C#N)=C(N)SC(N)=C2C#N)cc1OC	?	?	-5%	-12
CCN1C(=O)C2(/C(=C(\O)c3ccc4c(c3)OCCO4)C(=O)C(=O)N2CCCOC)c2ccccc21 (centres undefined)	1%	-9	-1%	-8
Cc1cc(C(C)(C)C)c(O)c(C)c1CC1=NCCN1	23%	40	5%	?
O=C(COC(=O)c1ncc(Cl)c(Cl)c1Cl)c1ccc(Cl)s1	.	26	1%	.
CCCCc1c(O)nc(SCC(=O)N2CCOCC2)n(-c2ccccc2C)c1=O	-3%	-6	0%	0
COc1ccc(-c2nc3ccccc3c(=O)n2NC(=O)Cc2ccccc2)cc1	.	28	1%	-1
CCOC(=O)c1cc2c(=O)n3ccccc3nc2n(CCCOC)c1=NC(=O)C(C)(C)C	?	-23	-3%	-11
COC(=O)N1CCC2(CC1)CCN(C(c1ccccc1)c1ccccc1)CC2	3%	.	-5%	.
COc1ccc(CN2CC(C(=O)NCCCN3CCN(C)CC3)CC2=O)cc1 (centres undefined)	-3%	39	5%	0
CCCn1c(=N)n(CC(=O)c2cccs2)c2ccccc21	21%	?	13%	15
COc1cc2oc3ccccc3c2cc1N(CC(=O)N(C)C)S(=O)(=O)c1ccccc1	-2%	-21	-4%	13
COc1ccc(/C(N)=N/OC(=O)c2cccc([N+](=O)[O-])c2C)cc1OC	-1%	-15	-4%	-2
Cn1c(=O)[nH]c(=O)c2c1nc(N1CCN(Cc3ccccc3)CC1)n2CCSc1ncccn1	6%	?	-3%	2
Cc1occc1C(=O)NCCc1cccc(Cl)c1	5%	?	-3%	5
Cc1c(C)c2cc(Cl)c(O)c(CN3CCCC(C)C3)c2oc1=O (centres undefined)	3%	20	-6%	?
CC1CCCN(c2ccc([N+](=O)[O-])cc2C(=O)c2ccccc2)C1 (centres undefined)	.	-100*	-4%	.
Cc1cccn2c(=O)c(/C=C(\C#N)S(=O)(=O)c3ccc(Cl)cc3)c(N3CCC(C(N)=O)CC3)nc12	-17%	-18	-25%	2
Cc1oc2nc(SCC(=O)Nc3ccc(S(N)(=O)=O)cc3)nc(NC(=O)c3ccccc3)c2c1C	-23%	?	0%	6
CC(C)=CCC/C(C)=C/C=N/NC(=O)c1ccccc1[N+](=O)[O-]	-2%	-10	-16%	-2
CCCCn1nc2cc(C(=O)NCc3ccc(OC)cc3)ccc2c1OCC	-7%	42	-1%	5

Some of these compounds in order of molar mass, falling.
SMILES	ALOX15B inhib	PNC assembly inh	12-hLO inh	IMPase inh
Cc1cccn2c(=O)c(/C=C(\C#N)S(=O)(=O)c3ccc(Cl)cc3)c(N3CCC(C(N)=O)CC3)nc12	-17%	-18	-25%	2
CCN1C(=O)C2(/C(=C(\O)c3ccc4c(c3)OCCO4)C(=O)C(=O)N2CCCOC)c2ccccc21 (centres undefined)	1%	-9	-1%	-8
CCOC(=O)c1cc2c(=O)n3ccccc3nc2n(CCCOC)c1=NC(=O)C(C)(C)C	?	-23	-3%	-11
COc1cc2oc3ccccc3c2cc1N(CC(=O)N(C)C)S(=O)(=O)c1ccccc1	-2%	-21	-4%	13
CCCCc1c(O)nc(SCC(=O)N2CCOCC2)n(-c2ccccc2C)c1=O	-3%	-6	0%	0
COc1ccc(CN2CC(C(=O)NCCCN3CCN(C)CC3)CC2=O)cc1 (centres undefined)	-3%	39	5%	0
O=C(COC(=O)c1ncc(Cl)c(Cl)c1Cl)c1ccc(Cl)s1	.	26	1%	.
COC(=O)N1CCC2(CC1)CCN(C(c1ccccc1)c1ccccc1)CC2	3%	.	-5%	.
COc1ccc(/C(N)=N/OC(=O)c2cccc([N+](=O)[O-])c2C)cc1OC	-1%	-15	-4%	-2
Cc1c(C)c2cc(Cl)c(O)c(CN3CCCC(C)C3)c2oc1=O (centres undefined)	3%	20	-6%	?
CC1CCCN(c2ccc([N+](=O)[O-])cc2C(=O)c2ccccc2)C1 (centres undefined)	.	-100*	-4%	.
COc1ccc(C2C(C#N)=C(N)SC(N)=C2C#N)cc1OC	?	?	-5%	-12
CCCn1c(=N)n(CC(=O)c2cccs2)c2ccccc21	21%	?	13%	15
Cc1cc(C(C)(C)C)c(O)c(C)c1CC1=NCCN1	23%	40	5%	?

Continuation.
SMILES	ALOX15B inhib	PNC assembly inh	12-hLO inh	IMPase inh
COCCCNC(=O)c1cc(OC)c(OC)c(OC)c1	-2%	3	-3%	2
CCOC(=O)c1c(C)n(C)c2ccc(OC(=O)c3ccc([N+](=O)[O-])cc3)cc12	.	32	-4%	6
CCCCOc1ccc(S(=O)(=O)NNC(=O)c2cc3ccccc3o2)cc1	.	-22	-28%	.
c1csc(-c2cn3c(n2)SCC3)c1	-10%	?	-9%	5
O=C(/C=C/c1ccccc1)N/C(=C/c1ccccc1)C(=O)N1CCOCC1	.	-2	1%	.
COC(=O)COc1nsnc1N1CCOCC1	2%	-29	1%	-16
Cc1cccc(-c2noc(-c3cc4ccccc4oc3=O)n2)c1	-10%	-106*	0%	-5
O=C(O)c1cc(N=Cc2ccccc2O)cc(C(=O)O)c1	2%[11.4 µM]	.	-3%[11.4 µM]	.
C=CCn1c(SCC(=O)Nc2sccc2C(N)=O)nc2ccc(Cl)cc2c1=O	9%	18	-30%	13
O=C(Nc1nnc(SCc2ccc(F)cc2)s1)c1ccco1	-5%	20	-2%	8
O=C(CCCC(=O)N(c1ccc2c(c1)OCCO2)C(C(=O)NC1CCCCC1)c1ccc(Cl)cc1)Nc1ccccn1 (centres undefined)	5%	24	4%	11
CCCCCCOC(=O)c1ccc(NC(=O)c2cc(OC)c(OC)c(OC)c2Br)cc1	-4%	-4	5%	10
COCC(C)NC(=O)CSc1nc2ccccc2n1CCc1ccccc1 (centres undefined)	.	?	2%	6
COc1ccccc1CNC(=O)c1ccc(NS(C)(=O)=O)cc1	-5%	-10	-2%	12
COc1ccccc1NC(=O)c1nnn(CC(=O)Nc2cccc(SC)c2)c1N	-5%	?	-5%	-9
Cc1cc(S(=O)(=O)N2CCN(c3ncccn3)CC2)ccc1-n1cnnn1	.	-25	-3%	-14
O=S(=O)(/N=C(/Nc1ccc(F)cc1F)c1ccccc1)c1ccccc1	.	?	-3%	.
O=C(CSc1ccc2nnc(-c3cccc(F)c3)n2n1)N1CCCc2ccccc21	.	24	2%	-11
CN(C)CCNC(=O)Cc1c(C(=O)O)n(C)c2ccccc12	-3%	-19	5%	-5
Cc1ccc2nc(SCC(=O)Nc3nnc(SCC(N)=O)s3)[nH]c2c1	1%	-18	-3%	-1
Nc1ccc(C(=O)n2c3ccccc3c3ccccc32)cc1	.	?	-4%	4
COc1ccc2c(=O)c(N3C(=O)c4ccccc4C3=O)coc2c1	0%	?	-6%	-3
COc1ccccc1N1CCN(C(=O)c2ccc(CS(=O)(=O)c3ccccc3OC)o2)CC1	-2%	?	-2%	2
CCC(=O)NC(=S)Nc1ccc(NC(=O)c2ccc([N+](=O)[O-])cc2Cl)cc1	.	-9	-1%	-5
O=C(COc1ccc(Cl)cc1)Nc1nc(-c2cccs2)cs1	.	-10	-18%	-15
Cc1nn(Cc2cccc(C(=O)Nc3ccn(Cc4ccccc4)n3)c2)c(C)c1[N+](=O)[O-]	14%	3	0%	?
CCOc1cc(N2CCOCC2)c(OCC)cc1NC(=O)Cc1ccccc1OC	-15%	5	9%	7
C=CCN(CC=C)S(=O)(=O)c1ccc(NC(=S)NC(=O)/C=C/c2ccc(C)cc2)cc1	?	-29	-27%	8
COCC(=O)Nc1ccc(OCc2ccccc2)cc1	.	-24	-1%	.
O=C(NCC1CCCO1)c1nc2c(nnn2Cc2ccccc2Cl)c(=O)[nH]1 (centres undefined)	.	-5	0%	?
Cc1cccc(-n2nnc(C(=O)NCc3ccccn3)c2N)c1	2%[11.4 µM]	?	-2%	0[1.84 µM]
Cc1nc(NC(=O)CCCC(=O)Nc2nc(C)c(C)s2)sc1C	12%	26	4%	6
COC(=O)C1=C(NC(=O)C2CCCCC2)CCS1	.	?	0%	0
COc1ccc2c(c1)-c1nc(/N=C/c3ccccc3O)sc1CC2	.	23	-8%	.
Cc1onc(-c2ccccc2)c1C(=O)Nc1cc(C(F)(F)F)ccc1N1CCOCC1	8%	?	-5%	10
O=C(CNC(=O)c1ccccc1)NC1(C(=O)NC2CCCC2)CCCCC1	-6%	6	-4%	-4
CC1=C(C(N)=O)C(c2ccccc2)n2nc(-c3ccncc3)nc2N1 (centres undefined)	1%	-26	-1%	0
COc1ccc(N2CCN(C(CNC(=O)C3CCCCC3)c3cccnc3)CC2)cc1 (centres undefined)	-4%	53	9%	-5
O=C(Nc1nc(-c2ccc3c(c2)OCO3)cs1)c1ccncc1	-10%	-83*	-7%	19
Cc1ccc(C)n1-n1c(C)nc2sc3c(c2c1=O)CCCCC3	6%	31	-3%	4
CCOc1ccc(CC(=O)N2N=C(C)CC2(O)C(F)(F)F)cc1 (centres undefined)	.	-23	-2%	.
O=C(CSc1nc2ccccc2c(=O)n1-c1ccccc1)N1CCc2ccccc2C1	.	?	-4%	.
Cc1cccc(C(=O)N(NC(=O)Oc2ccccc2)C(C)(C)C)c1	.	-23	1%	.
COc1cccc(NC(=O)Nc2cccs2)c1	.	32	-12%	-3
CC(=O)Nc1ccc(C#Cc2ccc(NC(C)=O)cc2)cc1	10%	?	1%	1
CCCc1nnc(NC(=O)CCC(=O)N2CCCCC2CC)s1 (centres undefined)	3%	62	-3%	-1
Cc1cc(C)nc(SCc2cc(=O)c(OC(=O)c3ccc(S(=O)(=O)N4CCCC4)cc3)co2)n1	.	1	-4%	.
COc1ccc(S(=O)(=O)N2CCc3ccccc32)cc1C(=O)OCc1nnc(-c2ccccc2)o1	-12%	-16	1%	7
COCCn1c(CN2CC(C)CC(C)C2)nc2c1c(=O)n(C)c(=O)n2C (centres undefined)	-1%	-29	-4%	-6
O=C(COc1ccc(C(=O)c2ccccc2)cc1)NCC(=O)Nc1ccccc1Br	.	?	-2%	.

Next part.
SMILES	ALOX15B inhib	PNC assembly inh	12-hLO inh	IMPase inh
CCOc1ccc(N(CC(=O)N2CCN(c3ccccc3)CC2)S(=O)(=O)c2c(C)noc2C)cc1	8%	55	-7%	9
CCOC(=O)c1ccc(NC(=O)CNS(=O)(=O)c2ccccc2)cc1	.	-11	7%	-7
Cc1nc(N2CCOCC2)c2nc(-c3ccccc3)n(CCCN3CCOCC3)c2n1	5%	.	0%	.
CCC1=Nc2cc(C(=O)NCc3ccco3)ccc2Sc2ccccc21	.	-7	0%	.
CCOC(=O)Cn1cc(-c2ccccc2)nn1	3%	21	-1%	5
CCOC(=O)c1c(NC(=O)CC2SC(N)=NC2=O)sc2c1CCCC2 (centres undefined)	6%	-23	-2%	-4
Cc1ccc(-c2nnc(SCC(=O)O)n2N)cc1	-2%	-12	-5%	11
COCCn1c(COc2ccc(C)cc2)nc2ccccc21	20%	?	0%	7
CCC(=O)OCCNc1cc(Sc2nccn2C)c2nonc2c1[N+](=O)[O-]	.	?	1%	2
C/C=C(/C)C(=O)OC1Cc2c(ccc3ccc(=O)oc23)OC1(C)C (centres undefined)	6%	.	0%	.
CCOC(=O)C1C(c2cccc(F)c2)NC(=S)NC1(O)C(F)(F)F (centres undefined)	.	?	-1%	.
CCN(CC)CCNc1ccc(CO)c2sc3ccccc3c(=O)c12	29%	?	-2%	-2[20.6 µM]
Cc1ccnc(N/C=C(/NC(=O)c2ccccc2)C(=O)N/N=C\c2ccc(F)cc2)n1	8%	2	-6%	1
CCCC(=O)Nc1sc(C)c(-c2ccc(OC)cc2)c1C#N	.	35	1%	-8
